# RAD54 inh – inhibitors of human RAD54 branch migration. Q92698. RAD54 Holliday junction branch migration, FAM/BHQ fluorescence. inhibition, % at 10.4 µM. 0.14% of 360,000 active;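 active = mean normalized replicate activity at least 40 and at least half of replicates scoring 40 or more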;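 also: 0% = median of neutral control wells and 100% = median of positive control wells; inhibitors cause a drop in the FAM fluorescence signal; in these data hits start at about 50%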
# Target sequence (Q92698 whole entry, looked up): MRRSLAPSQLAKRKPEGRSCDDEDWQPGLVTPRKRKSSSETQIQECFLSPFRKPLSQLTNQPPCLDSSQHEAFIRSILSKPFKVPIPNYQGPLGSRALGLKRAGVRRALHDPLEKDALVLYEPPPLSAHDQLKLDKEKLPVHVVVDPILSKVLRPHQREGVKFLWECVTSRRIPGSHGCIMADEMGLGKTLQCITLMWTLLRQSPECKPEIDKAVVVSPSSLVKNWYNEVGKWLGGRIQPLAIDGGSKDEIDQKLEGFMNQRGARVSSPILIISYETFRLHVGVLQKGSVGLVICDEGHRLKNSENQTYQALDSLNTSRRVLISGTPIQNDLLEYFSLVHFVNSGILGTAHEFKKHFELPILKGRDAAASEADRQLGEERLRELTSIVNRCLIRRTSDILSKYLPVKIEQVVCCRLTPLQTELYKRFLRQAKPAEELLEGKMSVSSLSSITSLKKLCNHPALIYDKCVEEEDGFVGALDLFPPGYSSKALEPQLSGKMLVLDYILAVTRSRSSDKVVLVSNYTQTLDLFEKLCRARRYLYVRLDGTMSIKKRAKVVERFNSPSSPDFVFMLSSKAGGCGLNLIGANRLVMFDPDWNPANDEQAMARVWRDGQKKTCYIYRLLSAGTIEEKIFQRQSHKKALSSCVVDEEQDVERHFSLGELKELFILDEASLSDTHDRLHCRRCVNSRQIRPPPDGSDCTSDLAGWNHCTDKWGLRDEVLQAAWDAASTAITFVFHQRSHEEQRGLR
# esBAF inh – SWI/SNF esBAF complex inhibition; mouse ES cells, Bmi1-luciferase knock-in reporter, 24 h; 100% = twice the neutral-well signal; reporter increase, % at 12.5 µM; 2% of 350,000 active; AID 602393; in the data active = activation above about 40%;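 also: 0% = median of the plate's neutral control wells and 100% = double that signal; a rise in the Bmi1 reporter signal indicates esBAF inhibition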
# An asterisk follows results filed as active.
SMILES,RAD54 inh,esBAF inh
O=C(c1ccc([N+](=O)[O-])cc1)N1CCOC12CCN(c1ncc(C(F)(F)F)cc1Cl)CC2,5,3
CN(C)c1c([N+](=O)[O-])cc(N2C(=O)C=CC2=O)cc1[N+](=O)[O-],10,-5
COC(=O)CCCC1=CC2=CC(=O)C(C)(OC(=O)c3cccs3)C(=O)C2=CN1c1cccc(C#N)c1 (centres undefined),-10,0
COc1ccc(S(=O)(=O)N2CCN(CC(=O)Nc3cc(C(F)(F)F)ccc3Cl)CC2)cc1,5,12
CCOC(=O)c1nnn(-c2nonc2N)c1COc1cc(C)c(Cl)c(C)c1,0,-4
CCc1ccccc1NC(=O)CSc1nc2n[nH]c(C)c2c(=N)n1-c1ccc(OC)cc1,3,-2
c1ccc(Cn2c(SCc3nc4ccccc4s3)nnc2-c2ccco2)cc1,-4,40
O=C(O)C1CC=CCC1C(=O)Nc1ccc(F)c(F)c1 (centres undefined),3,5
Cc1cnc(NC(=O)COc2ccccc2Cl)s1,8,-76
CCC1NC(=S)N(C2CCCCC2)C1=O (centres undefined),7,-12
CC(C)Cc1nnc(NC(=O)CCC(=O)N2CCOCC2)s1,6,16
c1ccc2sc(-c3ccc4c(c3)OCO4)nc2c1,-1,-73
Cn1c(C(C(=O)NCC2CCCO2)N(C(=O)Cn2nnc3ccccc32)C2CCCCC2)nc2ccccc21 (centres undefined),-7,3
COC(=O)/C(=C\Nc1ccccc1N)c1ncc(C(F)(F)F)cc1Cl,-12,38
COc1ccccc1C1=NOC(COC(=O)c2ccc3ccccc3n2)C1 (centres undefined),4,-1
O=C(Cc1ccc(-n2c(=O)[nH]c3ccccc3c2=O)cc1)N1CCN(c2cccc(Cl)c2)CC1,-3,-3
CCOC(=O)c1c(C)nc2sc3c(=O)n(-c4ccc(C(C)=O)cc4)cnc3c2c1-c1ccc(Cl)cc1,-1,1
COc1ccc(C/C(N)=N/OC(=O)Cc2ccccc2)cc1OC,-4,4
Cc1ccc(S(=O)(=O)Cc2cccc(C(=O)N3CCOCC3)c2)cc1,1,-1
O=C(CC1CCCCC1)Nc1c2c(nn1-c1ccc(F)cc1)CS(=O)(=O)C2,3,-2
CCC(=O)N1CCc2cc(S(=O)(=O)CCC(=O)NCCc3ccc(OC)c(OC)c3)ccc21,-4,-10
O=c1ccn(-c2cccc(C(F)(F)F)c2)nc1-c1ccn(-c2ccccc2)n1,5,-5
COc1ccc(CCn2c(N)c(C#N)c3nc4ccccc4nc32)cc1OC,0,-4
CN1CCN(S(=O)(=O)c2cccc(C(=O)Nc3sc4c(c3C(N)=O)CCCC4)c2)CC1,-6,10
O=C(N/C=N/OCc1ccc(Cl)cc1Cl)NOCc1ncc(C(F)(F)F)cc1Cl,-8,-10
OC(COc1ccc(OCC(O)CN2CCCCCC2)cc1)CN1CCCCCC1 (centres undefined),2,2
C=CCNC(=O)c1ccccc1NS(=O)(=O)c1ccccc1,0,2
C=CCSc1nc(Oc2ccccc2)c2sccc2n1,2,-2
COCCNCC(=O)NCC12CC3CC(CC(C3)C1)C2,-9,-4
FCCCOc1ccc(/C=N/OCc2ccc(Cl)cc2)cc1,2,3

# Entries of single compounds as entered above.
# C=CCSc1nc(Oc2ccccc2)c2sccc2n1 across the screens: RAD54 inh: 2; esBAF inh: -2
# COCCNCC(=O)NCC12CC3CC(CC(C3)C1)C2 across the screens: RAD54 inh: -9; esBAF inh: -4

# Additional structures:
SMILES,RAD54 inh,esBAF inh
CCOc1ccc(-n2c(-c3ccco3)n[nH]c2=S)cc1,2,-7
CCN(CC)c1ccc(C2C(C(C)=O)C(=O)CC(C)(O)C2C(C)=O)cc1 (centres undefined),0,-2
O=C(COc1ccc(F)cc1)c1ccc2c(c1)CCCC2,1,42*
CCN(CC)C(=O)CSc1nnc(-c2ccccc2)n1-c1ccccc1,-13,4
C(=N\N1CCN(C2c3ccccc3-c3ccccc32)CC1)/c1cccnc1,1,3
O=c1c2ccccc2ncn1C1CCCCC1,-1,8
CN1C(=O)/C(=C/c2ccccc2OCc2ccccc2F)NC1=S,0,5
CCCCn1c(SCC(=O)NCc2ccco2)nc2c1c(=O)n(C)c(=O)n2C,4,-10
CC1=C(C#N)C(c2cn(-c3ccccc3)nc2-c2cccs2)C(C#N)=C(C)N1,7,7
COCCn1c(=O)[nH]c2cc(C(=O)N3CCN(c4ccccc4F)CC3)ccc2c1=O,-5,-2
CCOC(=O)C1=C(N2CCCCC2)c2cc3c(n2C1=O)CCCC3,-16,10
COc1cccc(OC)c1C(=O)N1CCN(S(=O)(=O)c2ccc(C)cc2)CC1,-3,-7
O=C(Nc1cccs1)NC1CCCC1,-2,7
CCCC1(c2ccccc2)NC(=O)N(CCN2C(=O)c3ccccc3C2=O)C1=O (centres undefined),-8,-4
NS(=O)(=O)c1ccc(CCNC(=O)CNC(=O)C2CCCCC2)cc1,-8,-7
COCCCn1c(SCc2nnc(-c3ccc(OC)c(OC)c3)o2)nnc1-c1ccncc1,3,4
Cc1ccc(-c2nc(C#N)c(NCCc3ccccn3)o2)cc1,1,52*
c1ccc(CCc2nn3c(C4COc5ccccc5O4)nnc3s2)cc1 (centres undefined),-2,22
Cc1ccc(CSCCNC(=O)CCSc2ccccc2)cc1,-9,-14
CS(=O)(=O)N(CC(=O)Nc1ccccc1Sc1ccccc1)c1cccc(Br)c1,-3,-10
Cc1cc(NC(=O)CSc2nnc(-c3ccco3)n2CC2CCCO2)no1 (centres undefined),-5,4
Cc1cccc2c1NC(C)CC2C (centres undefined),-2,7
Cc1ccc(-c2nc(C3CCN(S(=O)(=O)c4ccc(C(F)(F)F)cc4)CC3)no2)cc1,-2,-8
Cc1ccc(NS(=O)(=O)c2ccc(C)c(C(=O)N3CCN(C)CC3)c2)cc1,-9,-5
O=C(NCc1ccco1)C12CC3CC(CC(C3)C1)C2,1,1
COc1ccc(OC)c(-c2csc(NC(=O)COC(=O)c3ccc(NC(=O)CC#N)cc3)n2)c1,-4,2
CCCCNC(=O)/C(C#N)=C/c1ccc(C(=O)OC)cc1,-6,2
O=C(NCC(=O)N(c1cccnc1)C(C(=O)NC1CCCCC1)c1cccnc1)c1ccco1 (centres undefined),-4,-9
Cc1nnc(SC(C)C(=O)Nc2ccc3c(c2)OCCO3)s1 (centres undefined),0,7
COc1cccc(-c2cc(C(=O)N3CCN(c4ncccn4)CC3)c3ccccc3n2)c1,0,28
Cc1cc(NC(=O)CCC(=O)N(c2cccc(F)c2)C(C(=O)NC2CCCC2)c2ccncc2)no1 (centres undefined),23,12
CC(C)C1C(C#N)=C(N)Oc2n[nH]c(-c3ccc4ccccc4c3)c21 (centres undefined),2,1
COc1ccc(NC(=O)C2CCCCN2CC(=O)OCc2ccccc2)cc1OC (centres undefined),-11,-3
O=c1[nH]c(NCCO)nc2c1C1(CCCCC1)Cc1ccccc1-2,0,-6
O=C(Nc1ccc(S(=O)(=O)Nc2nccc(C3Cc4ccccc4C(=O)O3)n2)cc1)c1ccccc1 (centres undefined),10,1
CCOC(=O)c1[nH]c2ccc(OC)cc2c1N=CN(C)C,10,1
Cc1cccc(OCCCCc2c(C)n[nH]c2C)c1,0,7
CCN1CCN(CC(=O)Nc2nc3ccc(OC)cc3s2)CC1,12,3
CC(C)(C)n1nc2c(c1NC(=O)c1ccc(S(=O)(=O)N3CCCC3)cc1)CS(=O)C2 (centres undefined),-4,0
NC(=O)CSc1nnc(-c2ccc(S(=O)(=O)N3CCOCC3)cc2)n1Cc1ccccc1,-1,2
O=C(CN1CCN(C(=O)N2CCCCC2)CC1)Nc1ccc(F)cc1,-4,-5
Cc1ccc(CN2C(=O)CCC2C(=O)NCCCN2CCCCC2C)cc1 (centres undefined),-9,3
O/C(=C\Sc1nnc(Cc2ccccc2)o1)c1ccc(Br)cc1,6,-6
O=C(c1cnc2n(c1=O)CCS2)N(c1ccccc1)C1CCCCC1,1,-6
O=C(NC1CCCC1)C(c1ccc(N2CCOCC2)cc1)N(Cc1ccco1)C(=O)c1ccco1 (centres undefined),-10,-5
CC(C)OC(=O)c1c(-c2ccc(C(C)C)cc2)csc1NC(=O)C1CCCO1 (centres undefined),-6,1
Cc1ccc2[nH]c3c(N4CCN(Cc5ccccc5)CC4)ncnc3c2c1,1,-33
CN(C)c1ccc(NC(=O)c2ccc(COc3cccc(Cl)c3)o2)cc1,4,74*
O=C1NC(c2ccccc2)=C(c2nc3ccccc3s2)C(c2ccc(O)cc2)N1 (centres undefined),4,-9
COc1ccc(Cl)cc1S(=O)(=O)Oc1ccc(NC(C)=O)cc1,3,-3
# (more compounds)
SMILES,RAD54 inh,esBAF inh
COc1ccc(N=C2C(=O)Nc3c(C)cccc32)cc1,4,16
O=C(CCn1c(=O)[nH]c2ccsc2c1=O)N1CCc2ccccc2C1,0,4
CCN1CCN(C(c2ccccc2OC)c2nnnn2C2CCCCC2)CC1 (centres undefined),3,-3
Brc1cc(Br)c2nc(-c3ccc(N4CCOCC4)cc3)ccc2c1,-5,-3
COc1ccccc1NC(=S)NCCc1c[nH]c2ccccc12,-6,21
Cc1ccc(S(=O)(=O)CC(=O)c2ccc(C(C)(C)C)cc2)cc1,-6,-8
Cc1cccc(N2CCN(C(=O)C(NS(=O)(=O)c3cccs3)c3ccccc3)CC2)c1C (centres undefined),-1,9
CC(=O)Cc1nsc(NC(=O)c2ccc(-c3ccc(Cl)cc3Cl)o2)n1,3,4
COc1ccc(-n2nc(C(=O)O)nc2-c2ccccc2)cc1,-4,-10
O=C(Cn1c(=O)n(CC2CCCO2)c(=O)c2ccccc21)N1CCN(c2ccccc2)CC1 (centres undefined),-1,-2
O=C1CC(c2ccccc2)CN1C(=O)c1ccccc1 (centres undefined),0,-12
CCNC(=S)N/N=C1\C(=O)c2cccc3cccc1c23,-5,8
C=CCN1CCN(c2ccncc2S(=O)(=O)N2CCOCC2)CC1,4,0
CC(=C/C(=O)O)/C=C/c1ccc(Cl)o1,-14,-6
COc1ccc(N(C)S(=O)(=O)c2cccc(C(=O)NC3=NCCS3)c2)cc1,7,-2
O=C(N=C1SCC(=O)N1c1ccccc1)c1ccco1,-4,46*
Cc1ccc2[nH]c(SCC(=O)N3CCOCC3)nc2c1C,1,30
O=C1c2ccccc2C(=O)N1CCC1=CCCCC1,-13,54*
CC(=O)c1cc2c(cc1NC(=O)CCNC(=O)c1ccccc1Cl)OCO2,-3,-1
COC(=O)C1(S(=O)(=O)c2ccc(C)cc2)CCOCC1,-2,-2
Cc1ccc(N/C=C/C(=O)c2sc(-c3ccccc3)nc2C)cc1,-11,-5
O=C(CN1C2=NCCN2c2ccccc21)c1ccc(Br)cc1,8,-3
Cc1cc(C(=O)NC(C)c2ccncc2)cs1 (centres undefined),7,-6
O=[n+]1c2c(n([O-])c3c1CCC3)CCCC2,1,-6
CCOC(=O)c1c(-c2ccccc2)oc2ccc(O)c(CN3CCOCC3)c12,2,-7
COc1ccc(/C=N\NS(=O)(=O)c2ccc(Br)cc2)cc1COc1ccccc1[N+](=O)[O-],3,-3
Cn1ncc(C#N)c1NC(=O)C1CC(c2ccc(Cl)cc2)=NO1 (centres undefined),2,0
Cc1cc(NC(=O)CCCSc2nc(-c3ccco3)cc(C(F)(F)F)n2)no1,6,-2
O=c1c2c3c(sc2nc2n1CCCCC2)CCCCC3,-5,62*
[O-]C1=N/[N+](=C/c2ccccc2Cl)CC1,7,5
O=C(CSc1nnnn1-c1ccccc1)N1CCc2ccccc21,-1,7
CC(C)C1N=C2c3ccccc3N=C(SCC(=O)c3ccc(O)c(O)c3)N2C1=O (centres undefined),8,-13
O=c1c2ccccc2nc2n1C1(CCCCC1)Cc1ccccc1-2,2,-8
CCCC(CCC)C(=O)Nc1c[nH]c(=O)[nH]c1=O,6,0
CCOC(=O)c1c(CN2CCOCC2)n(-c2ccccc2)c2cc(Br)c(O)c(CN(C)C)c12,1,-2
CC[C@H](C)[C@@H]1OC(=O)[C@@H](C)[C@@H](CC)NC(=O)[C@H](C)N(C)C(=O)C(C)(C)C(=O)C(C)NC(=O)[C@H](Cc2ccccc2)N(C)C(=O)[C@H](C(C)C)N(C)C(=O)CNC(=O)[C@H](CC(C)C)N(C)C(=O)CNC1=O (some centres undefined),-12,-30
CC(C)NC1=C(Cl)C(=O)c2ccccc2C1=O,-8,9
O=C(N/N=C/c1ccc(O)cc1)c1ccc(COc2cc(Cl)ccc2Cl)o1,-8,-1
CC(C)=CCC(C)(C)C1OCCN1C(=O)c1ccccc1 (centres undefined),-1,0
Cc1cccc(/C=C/c2onc(C)c2S(=O)(=O)N2CCC(C(=O)N3CCCCC3)CC2)c1,-7,-1

# Grouped by structure, the entries above containing a furan ring, fused or not (14)
SMILES,RAD54 inh,esBAF inh
c1ccc(Cn2c(SCc3nc4ccccc4s3)nnc2-c2ccco2)cc1,-4,40
CCOc1ccc(-n2c(-c3ccco3)n[nH]c2=S)cc1,2,-7
CCCCn1c(SCC(=O)NCc2ccco2)nc2c1c(=O)n(C)c(=O)n2C,4,-10
Cc1cc(NC(=O)CSc2nnc(-c3ccco3)n2CC2CCCO2)no1 (centres undefined),-5,4
O=C(NCc1ccco1)C12CC3CC(CC(C3)C1)C2,1,1
O=C(NCC(=O)N(c1cccnc1)C(C(=O)NC1CCCCC1)c1cccnc1)c1ccco1 (centres undefined),-4,-9
O=C(NC1CCCC1)C(c1ccc(N2CCOCC2)cc1)N(Cc1ccco1)C(=O)c1ccco1 (centres undefined),-10,-5
CN(C)c1ccc(NC(=O)c2ccc(COc3cccc(Cl)c3)o2)cc1,4,74*
CC(=O)Cc1nsc(NC(=O)c2ccc(-c3ccc(Cl)cc3Cl)o2)n1,3,4
CC(=C/C(=O)O)/C=C/c1ccc(Cl)o1,-14,-6
O=C(N=C1SCC(=O)N1c1ccccc1)c1ccco1,-4,46*
CCOC(=O)c1c(-c2ccccc2)oc2ccc(O)c(CN3CCOCC3)c12,2,-7
Cc1cc(NC(=O)CCCSc2nc(-c3ccco3)cc(C(F)(F)F)n2)no1,6,-2
O=C(N/N=C/c1ccc(O)cc1)c1ccc(COc2cc(Cl)ccc2Cl)o1,-8,-1

# Compound activity as filed in PubChem.

# Not all compounds are listed; rates above refer to the full screens.
